Screening data (PubChem BioAssay)
KCNQ1 inh – human KCNQ1 channel inhibition; CHO-K1 KCNQ1, FluxOR thallium flux fluorescence; hits give high values; B-score at 10 µM; 1.3% of 310,000 active;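 active = compounds whose thallium flux B-score, printed positive for inhibition, exceeds three library SD while starting fluorescence stays within three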;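 note: channel opened by potassium depolarization with thallium stimulus after 20 min compound exposure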
RGS4 block – inhibitors of human RGS4. P49798. HEK293 M3R/RGS4 inducible, Fluo-4 calcium flux; hits give high values; triggered by carbachol at its EC20. B-score at 10 µM. 0.45% of 310,000 active;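 active = B-score, a plate-corrected calcium signal, over three deviations above library mean, with baseline fluorescence within five deviations of library mean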;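 note: RGS4 expression induced by doxycycline in cells with stable M3 receptor; B-score is computed from the integrated fluorescence ratio over baseline after carbachol; higher B-score means a larger calcium signal and so more RGS4 inhibition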
RGS4 pot – RGS4 potentiation or activation | HEK293 M3R/inducible RGS4, carbachol calcium flux Fluo4; hits give low values | B-score at 10 µM | 0.92% of 310,000 active | AID 463111;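 active = B-score of the integrated calcium signal more than 4 SD below the library mean, with starting fluorescence not abnormally high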;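 note: negative B-score means reduced calcium response which marks RGS4 activation or potentiation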
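Material: Inducible-RGS4 HEK293 cells carrying M3 receptor; also added: carbachol at ECmax as muscarinic agonist stimulus; incubation: compound preincubation 20 min at room temperature before agonist; signal: Fluo4-AM (2 µM) calcium-flux fluorescence, kinetic read; measure: integrated calcium ratio converted to B score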
MrgX1 agonist – activates human MrgX1 receptor signaling | AID 588627 | Q96LB2 | 0.44% of 310,000 active | B-score at 10 µM | MrgX1-HEK293 cells, Fluo-4 calcium fluorescence, agonist mode; hits give high values;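 active = calcium response B-score plate-corrected fluorescence ratio at least 3 library SD, with starting fluorescence B-score inside 5 SD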
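System: HEK293 cells stably expressing human MrgX1 receptor; Dosing: test compound in the initial addition of three; Schedule: overnight plating, then 30 min 37 °C plus 30 min room-temperature dye loading; Detection: kinetic calcium dye fluorescence, Fluo-4 NW; Controls: per-plate positive and negative controls for Z′ factor.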
hERG rescue – hERG (human) protection from proarrhythmic block. Q12809. CHO-hERG, FluxOR thallium flux, dofetilide IC70 present. activation (rescue from dofetilide block), less the hit threshold, % at 10 µM. 0.51% of 310,000 active. AID 1511;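 active = activation above the mean of controls blocked by dofetilide plus 5 SD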;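 note: thallium influx through hERG after potassium depolarization seen as dye fluorescence rise; in these data hits start at about 4.7%; inactives centre near -7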
KCNK9 inh – inhibitors of human KCNK9 two-pore domain potassium channel | Q9NPC2 | HEK293 KCNK9, FluxOR thallium flux fluorescence; hits give low values | B-score at 10 µM | 1.2% of 310,000 active | AID 488922;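 active = ratio B-score over 3 SD below the library mean, with starting fluorescence within 5 SD of its mean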;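 note: negative B-score means less thallium flux so channel inhibition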
KCNK3 block – human KCNK3 channel inhibition, primary screen. B-score at 10 µM. O14649. CHO-KCNK3 thallium flux, FluxOR fluorescence; hits give low values. 0.84% of 340,000 active. AID 602410;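 active = B-score under library mean minus 4 SD, starting fluorescence ratio at most library mean plus 5 SD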;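 note: more negative B-score means stronger inhibition of thallium flux through KCNK3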
TMEM16A inh – mouse TMEM16A channel inhibition, primary screen. Q8BHY3. HEK293 TMEM16A/YFP iodide influx fluorescence, ionomycin. normalized B-score (activity score, 25-100; higher = stronger inhibition) at 10 µM. 1.2% of 310,000 active. AID 588511;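 active = ratio plate-corrected score three or more library SD toward inhibition, starting fluorescence score within five deviations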;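 note: score derived from kinetic fluorescence span divided by baseline fluorescence per well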
Target sequence (Q8BHY3 whole entry, looked up): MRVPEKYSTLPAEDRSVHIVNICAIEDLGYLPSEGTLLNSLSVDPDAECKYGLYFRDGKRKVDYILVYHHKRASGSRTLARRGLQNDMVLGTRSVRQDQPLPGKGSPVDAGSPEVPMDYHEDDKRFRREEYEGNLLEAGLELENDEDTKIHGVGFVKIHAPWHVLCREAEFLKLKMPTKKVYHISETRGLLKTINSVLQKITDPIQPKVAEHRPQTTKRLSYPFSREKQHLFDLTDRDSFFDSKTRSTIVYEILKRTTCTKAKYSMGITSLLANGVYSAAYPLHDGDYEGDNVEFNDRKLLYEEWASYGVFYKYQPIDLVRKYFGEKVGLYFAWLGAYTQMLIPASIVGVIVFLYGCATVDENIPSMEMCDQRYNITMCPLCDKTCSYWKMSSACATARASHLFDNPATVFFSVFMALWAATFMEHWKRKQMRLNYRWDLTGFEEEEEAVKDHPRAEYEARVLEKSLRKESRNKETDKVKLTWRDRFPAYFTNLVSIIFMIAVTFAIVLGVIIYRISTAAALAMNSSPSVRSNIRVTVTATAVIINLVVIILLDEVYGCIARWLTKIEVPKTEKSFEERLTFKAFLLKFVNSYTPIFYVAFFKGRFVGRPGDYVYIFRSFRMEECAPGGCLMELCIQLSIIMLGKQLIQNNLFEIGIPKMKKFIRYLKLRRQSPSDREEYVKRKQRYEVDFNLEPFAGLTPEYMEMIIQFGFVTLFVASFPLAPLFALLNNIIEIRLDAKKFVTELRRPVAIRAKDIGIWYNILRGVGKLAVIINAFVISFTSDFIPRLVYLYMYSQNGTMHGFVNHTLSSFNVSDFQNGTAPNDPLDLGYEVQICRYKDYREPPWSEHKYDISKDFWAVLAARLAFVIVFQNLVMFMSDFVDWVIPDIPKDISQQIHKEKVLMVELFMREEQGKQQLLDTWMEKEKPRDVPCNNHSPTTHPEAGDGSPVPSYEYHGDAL
KCNQ1 pot – human KCNQ1 channel potentiation or activation. B-score at 10 µM. CHO-K1 KCNQ1, thallium flux FluxOR fluorescence; hits give high values. 0.35% of 310,000 active. P51787;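 active = fluorescence ratio B-score, a plate-corrected score, at least three library SD, with initial intensity B-score within 5 SD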
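Assay system: CHO-K1 cells stably expressing KCNQ1; Medium: assay buffer with matched DMSO; Also added: K+/Tl+ depolarizing stimulus; Dosing: single dose; Timing: dye 90 min, compound 20 min, room temperature; Measured by: kinetic FluxOR thallium fluorescence, 10-s 1-Hz baseline, 110-s post-stimulus read; Read-out: peak-minus-minimum fluorescence over initial fluorescence, negative-control normalized, B-scored.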
MrgX1 allo act – human MrgX1 positive allosteric modulation, primary screen. Q96LB2. MrgX1-HEK293, Fluo-4 calcium flux, FDSS; hits give high values. AID 588675. 0.63% of 310,000 active. B-score at 10 µM;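 active = plate-corrected calcium response at least 3 library SD above typical, normal starting fluorescence, not activating the receptor alone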;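 note: compound read alongside a low EC10 to EC30 dose of BAM8-22 agonist; peak minus trough fluorescence over baseline measured at the second addition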
TMEM16A act – activators or potentiators of mouse TMEM16A chloride channel; Q8BHY3; HEK293 TMEM16A/YFP-H148Q/I152L, iodide quench fluorescence; hits give low values; B-score at 10 µM; 0.3% of 340,000 active; AID 623877;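 active = fluorescence-ratio B-score plate-corrected deviation score at least 3 library SD below zero, with starting fluorescence score within 5 deviations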;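 note: channel opened by trigger with iodide after compound preincubation; score built on the fluorescence ratio of max minus min over baseline; more negative score means more quench and so TMEM16A activation or potentiation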
Starred values were filed as active, the others as inactive; i = inactive; x = not tested or not shown.

SMILES | KCNQ1 inh | RGS4 block | RGS4 pot | MrgX1 agonist | hERG rescue | KCNK9 inh | KCNK3 block | TMEM16A inh | KCNQ1 pot | MrgX1 allo act | TMEM16A act
COc1cc(OC)c(C2C(C#N)=C(N)Oc3cc(C)n(CCCN4CCOCC4)c(=O)c32)cc1OC (centres undefined) | i | i | i | i | -11 | i | i | i | i | i | i
O=C(c1cccs1)N1N=C(c2ccccc2)CC1c1ccc(O)cc1 (centres undefined) | i | i | i | i | 0 | i | i | i | i | i | i
CN(C(=O)CSc1nnc(COc2ccccc2F)n1N)C1CCS(=O)(=O)C1 (centres undefined) | i | i | i | i | -12 | i | i | i | i | i | i
Clc1ccc(COc2ccccc2-c2ccnc3ncnn23)cc1 | i | i | i | i | -15 | i | i | i | i | i | i
CC(OC(=O)c1nc(-c2ccccc2)n(-c2ccccc2)n1)C(=O)Nc1cc(Cl)cc(Cl)c1 (centres undefined) | i | i | i | i | -8 | i | i | i | i | i | i
Cc1ccc(C)c(N(CC(=O)NC(C)(C)C)C(=O)CNC(=O)c2cccs2)c1 | i | i | i | i | 0 | i | i | i | i | i | i
Cc1ccc2oc(C(=O)N(Cc3ccc(N(C)C)cc3)C3CCS(=O)(=O)C3)c(C)c2c1 (centres undefined) | i | i | i | i | -10 | i | i | i | i | i | i
CCC(C)NC(=O)Cn1cnc2sc(C)cc2c1=O (centres undefined) | i | i | i | i | -1 | i | i | i | i | i | i
COc1ccc(C(=O)NC2CCCc3ccccc32)cc1Br (centres undefined) | i | i | i | i | -11 | i | i | i | i | i | i
O=C(CC1C(=O)NCCN1CC1CCCCC1)NC1(c2ccccc2)CC1 (centres undefined) | i | i | i | i | -6 | i | i | i | i | i | i
COc1ccc(C(=O)/C=C/c2ccc(OC)c(O)c2)c(F)c1 | i | i | i | i | -6 | i | i | i | i | i | i
CCOC(=O)CNC(=O)N1CCc2ccc(NC(=O)c3ccccc3OC)cc2C1 | i | i | i | i | -3 | i | i | i | i | i | i
CC1CN(C(=O)c2cccc(S(=O)(=O)Nc3cc(Cl)ccc3Cl)c2)CC(C)O1 (centres undefined) | i | i | i | i | -6 | i | i | i | i | i | i
CC/C(O)=C1\C(=O)CC(c2ccccc2)CC1=NC(C)C (centres undefined) | i | i | i | i | -12 | i | i | i | i | i | i
c1csc(-c2csc(-c3cccs3)n2)c1 | i | i | i | i | -5 | i | i | i | i | i | i

(further entries)
SMILES | KCNQ1 inh | RGS4 block | RGS4 pot | MrgX1 agonist | hERG rescue | KCNK9 inh | KCNK3 block | TMEM16A inh | KCNQ1 pot | MrgX1 allo act | TMEM16A act
CCN(C(=O)c1ccc(Br)cc1)c1ccccc1 | i | i | i | i | -6 | i | i | i | i | i | i
CC(C)OC(=O)Cn1nnc(-c2ccccc2)n1 | i | i | i | i | -11 | i | i | i | i | i | i
O=C1NC(c2ccc(Cl)cc2Cl)Oc2ccccc21 (centres undefined) | i | i | i | i | -10 | i | i | i | i | i | i
NC(=O)C12CCCC(Br)(CCC1)C2 | i | i | i | i | -14 | i | i | i | i | i | i
CNC(=O)Nc1cc(C(C)(C)C)no1 | i | i | i | i | -12 | i | i | i | i | i | i
CCC(C)c1ccc(S(=O)(=O)N2CCN(C(=O)COc3ccc4c(C)cc(=O)oc4c3)CC2)cc1 (centres undefined) | i | i | i | i | -5 | i | i | i | i | i | i
Cc1ccc(C(=O)NCCCn2ccnc2)cc1[N+](=O)[O-] | i | i | i | i | -14 | i | i | i | i | i | i
Cc1ccc(C(=O)OCC(=O)Nc2cc(S(=O)(=O)N3CCOCC3)ccc2C)cc1 | i | i | i | i | -8 | i | i | i | i | i | i
CCONC(=O)Nc1ccccc1[N+](=O)[O-] | i | i | i | i | -2 | i | i | i | i | i | i
O=C(CN1CCCCC1)c1c[nH]c2ccccc12 | i | i | i | i | -5 | i | i | i | i | i | i
Cc1[nH]n(-c2ccc([N+](=O)[O-])cc2)c(=O)c1C=NCCc1c[nH]c2ccccc12 | i | i | i | i | -8 | i | i | i | i | i | i
CSc1nc(-c2ccco2)nn1S(=O)(=O)c1ccccc1 | i | i | i | i | 0 | i | x | i | i | i | x
NS(=O)(=O)c1ccc(CCNc2nc3c(-c4cccc(F)c4)nnn3c3ccccc23)cc1 | i | i | i | i | -11 | i | i | i | i | i | i
CCC(c1nnnn1CCc1ccccc1)N1CCN(C(=O)c2ccco2)CC1 (centres undefined) | i | i | i | i | -7 | i | i | i | i | i | i
COc1ccc(OC)c(CNC(=O)C2CCN(S(=O)(=O)N3CCCCC3)CC2)c1 | i | i | i | i | -7 | i | i | i | i | i | i

The results go on:
SMILES | KCNQ1 inh | RGS4 block | RGS4 pot | MrgX1 agonist | hERG rescue | KCNK9 inh | KCNK3 block | TMEM16A inh | KCNQ1 pot | MrgX1 allo act | TMEM16A act
O=C(c1ccc(NC(=S)Nc2ccc(Cl)c(Cl)c2)cc1)N1CCCC1 | 9* | i | i | i | -15 | i | i | i | i | i | i
CS(=O)(=O)N1CCN(C(=O)c2ccc(-c3ccccc3)cc2)CC1 | i | i | i | i | 0 | i | i | i | i | i | i
Cc1ccc(NC(=S)NCC2CCCO2)cc1 (centres undefined) | i | i | i | i | -6 | i | i | i | i | i | i
CCOC(=O)C/C(C)=N/NC(=O)C1CC1(c1ccccc1)c1ccccc1 (centres undefined) | i | i | i | i | -10 | i | i | i | i | i | i
Cc1cc(C)c(NC(=S)N(CCc2ccncc2)C(C)C)c(C)c1 | i | i | i | i | -11 | i | i | i | i | i | i
CNC(=S)Nc1ccc(OCc2ccccc2)cc1 | i | i | i | i | -4 | i | i | i | i | i | i
COc1ccc(NC(=S)N2CCCN(Cc3cccc(Cl)c3)C2)cc1 | i | i | i | i | -11 | i | i | i | i | i | i
O=C(COc1ccc(Br)cc1)NCc1ccccn1 | i | i | i | i | -3 | i | i | i | i | i | i
CCOC(=O)c1c(C=O)c(C)n(Cc2ccccc2Cl)c1C | i | i | i | i | -9 | i | i | i | i | i | i
Cc1nn(Cc2ccccc2)c(Cl)c1C(=O)NCc1ccco1 | i | i | i | i | -5 | i | i | i | i | i | i
CCCC(=O)n1nc(NCc2ccc(OC)cc2)nc1NCc1ccc(OC)cc1 | i | i | i | i | -14 | i | i | i | i | i | i
O=C1c2cccc3c(O)ccc(c23)C(=O)N1c1ccc(Cl)cc1 | i | i | i | i | -16 | i | i | i | i | i | i
CSCCC(NC(=O)c1ccccc1Cl)C(=O)N(C)Cc1cccs1 (centres undefined) | i | i | i | i | -18 | i | i | i | i | i | i
Cc1nn(Cc2ccc(Cl)c(Cl)c2)c(C)c1NC(=O)c1cc(-c2ccco2)on1 | i | i | i | i | -4 | i | i | i | i | i | i
CCOC(=O)/C(N=Nc1sc(C(=O)OCC)c(C)c1C(=O)OCC)=C(\C)O | i | i | i | i | -3 | i | x | i | i | i | x

Carrying on:
SMILES | KCNQ1 inh | RGS4 block | RGS4 pot | MrgX1 agonist | hERG rescue | KCNK9 inh | KCNK3 block | TMEM16A inh | KCNQ1 pot | MrgX1 allo act | TMEM16A act
CCc1nc(N[C@@H](CC(C)C)C(=O)O)c2oc3ccccc3c2n1 | i | i | i | i | -3 | i | i | i | i | i | i
CC(C)(C)OC(=O)NC(CCNC=C1C(=O)OC(C)(C)OC1=O)C(=O)O (centres undefined) | i | i | i | i | -9 | i | i | i | i | i | i
COc1cc(/C=N/NC(=O)c2nnn(-c3nonc3N)c2C(C)C)ccc1OCc1ccccc1 | i | i | i | i | -6 | i | i | i | i | i | i
O=c1[nH]c(=O)n(-c2ccc(F)cc2)c2c1C(C(F)(F)F)(C(F)(F)F)N=C(c1ccc(F)cc1)N2 | 6* | i | i | i | -10 | i | i | 25* | i | i | i
CCCCN(C)C(=O)c1nc2ccccn2c1CNCCCn1ncc2ccccc21 | i | i | i | i | -10 | i | i | i | i | i | i
O=C(O)c1cccc2c1C(=O)N(Cc1ccccc1)C2 | i | i | i | i | -11 | i | i | i | i | i | i
O=C(CN1CCCCC1)Nc1cccc(Cl)c1 | i | i | i | i | -13 | i | i | i | i | i | i
Cc1nn(CC(O)COc2ccc3c(c2)CCC3)c(C)c1C (centres undefined) | i | i | i | i | -11 | i | i | i | i | i | i
CCn1cc(C(=O)Nc2ccc(OC)c(OC)c2)c2cc(OC)c(OC)cc2c1=O | i | i | i | i | -18 | i | i | i | i | i | i
CC(=O)c1cccc(NC(=O)N2CCCC2C(=O)NCc2ccccc2)c1 (centres undefined) | i | i | i | i | -8 | i | i | i | i | i | i
COC(=O)c1cn(CCC#N)nc1-c1ccc2ccccc2c1 | i | i | i | i | -4 | i | i | i | i | i | i
CCN(c1ccc(NC(=O)COC(=O)c2ccc(C)c(S(=O)(=O)N3CCOCC3)c2)cc1)C(C)C | i | i | i | i | -11 | i | i | i | i | i | i
COCC(C)n1c(SCc2ccc(OC)c(F)c2)nc2ccccc2c1=O (centres undefined) | i | i | i | x | -13 | -18* | -11* | x | i | x | i
COC(=O)C1=C(N)Oc2cc(C)n(Cc3cccnc3)c(=O)c2C1c1ccc(OC)c(OC)c1OC (centres undefined) | i | i | i | i | -3 | i | i | i | i | i | i
O=C(COC(=O)c1ccc[nH]c1=O)NCCc1ccc(Cl)cc1Cl | i | i | i | i | -6 | i | i | i | i | i | i

Continuation.
SMILES | KCNQ1 inh | RGS4 block | RGS4 pot | MrgX1 agonist | hERG rescue | KCNK9 inh | KCNK3 block | TMEM16A inh | KCNQ1 pot | MrgX1 allo act | TMEM16A act
COc1ccc(NC(=O)C(=O)NCCN2CCN(C(=O)c3ccc(C)cc3)CC2)cc1 | i | i | i | i | -7 | i | i | i | i | i | i
O=C(CN1CCN(c2ccccc2F)CC1)c1ccc(O)cc1O | i | i | i | i | 0 | i | i | i | i | i | i
CCn1cc(CN2CCC(n3nccc3NC(=O)c3ccccc3C)CC2)c(C)n1 | i | i | i | i | -7 | i | i | i | i | i | i
CCCc1nnc(NC(=O)C23CC4CC(CC(C4)C2)C3)s1 | i | i | i | i | -3 | i | i | i | i | i | i

Rows are unselected. Share with any hit: about 6.3%.
